High-throughput results from PubChem.
ER stress rescue = protection against thapsigargin-triggered cell killing – 384-well, CSM14.1, ATP luminescence, primary screen (AID 1222) | CSM14.1 thapsigargin-induced death rescue, ATP luminescence; higher % means a stronger effect | cellular ATP content (survival), % at 20 µM; hits with a dose series show EC50 in µM | 190,000 tested, under 10 active;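 active means EC50 below 50 µM in the dose-response confirmation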;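 further: death triggered by thapsigargin at about 15 µM added after 2 h compound pretreatment; cell ATP read after overnight thapsigargin exposure of roughly 18 to 22 hours; normalized against plate controls of thapsigargin alone and 5% DMSO vehicle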
human PMI inhibition = MPI enzyme activity inhibition – biochemical, fluorescence intensity, coupled assay, primary screen (AID 1209). 190,000 compounds, 0.42% hits. purified PMI enzyme, coupled fluorescence intensity; higher % means a stronger effect. inhibition, % at 20 µM; hits with a dose series show IC50 in µM;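 further: plate controls were DMSO vehicle for no effect and wells lacking substrate for full effect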
M1AAP inhibition = P. falciparum M1AAP inhibitors, biochemical, fluorogenic H-Leu-NHMec substrate, 1536-well (AID 1445) | inhibition, % at 30 µM; hits with a dose series show IC50 in µM | 220,000 compounds, 0.42% hits | recombinant M1AAP, H-Leu-NHMec fluorogenic kinetic assay; higher % means a stronger effect;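 active means primary inhibition above the hit cutoff, then over 50% inhibition at one or more dose response concentrations, cut at about 23% in these data, passing the limit was not always enough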;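 further: plate controls were DMSO full reaction for no effect and no enzyme background for full effect; strong numbers were not always called active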
LYP inhibition = inhibitors of LYP phosphatase, biochemical, fluorescence intensity, uHTS (AID 1779) | recombinant LYP phosphatase, fluorescence intensity; higher % means a stronger effect | inhibition, % at 11.5 µM, or IC50 in µM where a hit was titrated | 290,000 compounds, 0.054% hits;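 further: plate controls were vehicle with enzyme for no effect and no enzyme for full effect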
human PMI inhibitors = MPI inhibition at elevated mannose 6-phosphate – biochemical, fluorescence intensity, high mannose 6-phosphate, primary screen (AID 1220); 190,000 compounds, 0.66% hits; inhibition, % at 20 µM; hits with a dose series show IC50 in µM; recombinant PMI enzyme, coupled fluorescence intensity; higher % means a stronger effect
XIAP displacement = small molecules displacing peptide from XIAP – biochemical, IAP family, fluorescence polarization (AID 1018); 200,000 compounds, 0.007% hits; displacement, % at 20 µM; hits with a dose series show IC50 in µM; XIAP BIR domain, fluorescence polarization peptide displacement; higher % means a stronger effect; in the data active means displacement above about 50%; further: a part of the inactive calls stands beside numbers as strong as those of hits
Myeloid diff 2 = myeloid differentiation induction. ER-HoxA9 myeloid progenitors, lysozyme-GFP differentiation, flow cytometry. calls only at 10 µM. 360,000 compounds, 1% hits. AID 624256;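 active means normalized GFP-positive differentiation at or above the plate's own cutoff, the solvent-only control mean plus 3 SD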;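 further: cells exposed to compound for four days before flow analysis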
TNAP activation fold = human TNAP enzyme activators, primary screen, biochemical, luminescent, no phosphate acceptor, uHTS (AID 1001); purified TNAP, luminescent activation assay, no phosphate acceptor; higher activation fold means a stronger effect; one-dose activation fold at 20 µM; EC50 in µM for titrated hits; 200,000 compounds, 0.03% hits; in the data active means activation fold from about 3, or a potency from the dose series; inactive means the rest, 99 in 100 with activation fold below about 1.6; further: many of its hits are not listed in these tables
P. falciparum M17LAP = P. falciparum M17LAP inhibitors, primary screen, biochemical, fluorogenic H-Leu-NHMec substrate, 1536-well (AID 1619) | recombinant M17LAP, H-Leu-NHMec fluorogenic kinetic assay; higher % means a stronger effect | inhibition, % at 30 µM; hits with a dose series show IC50 in µM | 220,000 compounds, 0.38% hits;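 active means compound inhibiting the enzyme by more than half at any dose during confirmatory dose-response retesting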;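 further: plate controls were full reaction with DMSO carrier for no effect and no enzyme background for full effect; strong numbers were not always called active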
Myeloid diff 2 GFP+ MAC1+ % = also measured in Myeloid diff 2; calls as there; GFP+ MAC1+ double positive, %; measured here: differentiation confirmed by MAC1 staining
* marks the source's active call; other numbers are inactive results. Unless noted, no stated cut-off is given here; in the data, active means inhibition above about 50%; inactive means the rest.

For COCCNC(=O)Cn1cc(/C=N/NC(=O)c2ccc(Oc3ccc(O)cc3)cc2)c2ccccc21 the results were ER stress rescue 1.0%, human PMI inhibition 1.4%, M1AAP inhibition 2.9%, LYP inhibition 2.4%, human PMI inhibitors 2.4%, XIAP displacement -1.0%, Myeloid diff 2 inactive, TNAP activation fold 1.1, P. falciparum M17LAP 0.9% and Myeloid diff 2 GFP+ MAC1+ % 1.2.
Screening CC(C)c1ccc(CNC(=O)C(=O)NCCCn2ccnc2)cc1 returned ER stress rescue -1.3%, human PMI inhibition -2.1%, M1AAP inhibition -2.2%, LYP inhibition 3.7%, human PMI inhibitors 13.8%, XIAP displacement -0.8%, Myeloid diff 2 inactive, TNAP activation fold 1, P. falciparum M17LAP 12.4% and Myeloid diff 2 GFP+ MAC1+ % 0.3.
`CN(Cc1cccc(Cl)c1Cl)c1ccc(S(=O)(=O)N2CCCCC2)cc1[N+](=O)[O-]` gave ER stress rescue 2.5%, human PMI inhibition 10.1%, M1AAP inhibition 5.4%, LYP inhibition -5.4%, human PMI inhibitors -2.9%, XIAP displacement -1.9%, Myeloid diff 2 inactive, TNAP activation fold 1.2, P. falciparum M17LAP -1.5% and Myeloid diff 2 GFP+ MAC1+ % 0.0.
Screening COc1ccccc1N1C(=O)c2ccc(C(=O)Nc3nccs3)cc2C1=O returned ER stress rescue -1.2%, human PMI inhibition 9.1%, M1AAP inhibition 7.4%, LYP inhibition 0.8%, human PMI inhibitors 8.9%, XIAP displacement -14.1%, Myeloid diff 2 inactive, TNAP activation fold 1, P. falciparum M17LAP 2.9% and Myeloid diff 2 GFP+ MAC1+ % 0.3.
Screening Cc1cc2nc(C3CCN(C(=S)NCCCOC(C)C)CC3)[nH]c2cc1C returned ER stress rescue 3.4%, human PMI inhibition 12.5%, M1AAP inhibition 4.1%, LYP inhibition -6.7%, human PMI inhibitors 9.0%, XIAP displacement -4.8%, Myeloid diff 2 inactive, TNAP activation fold 1.1, P. falciparum M17LAP 7.5% and Myeloid diff 2 GFP+ MAC1+ % 0.8.
For O=C(Nc1ccc(Cl)cc1)Nc1cccc2nsnc12 the results were M1AAP inhibition -0.1%, LYP inhibition 0.0%, Myeloid diff 2 inactive, P. falciparum M17LAP 1.7% and Myeloid diff 2 GFP+ MAC1+ % 0.7.
`CCN1CCN(C(=O)c2ccc3c(c2)c(C)c(C)n3Cc2ccccc2)CC1` gave ER stress rescue -4.9%, human PMI inhibition 4.8%, M1AAP inhibition 5.3%, LYP inhibition -9.0%, human PMI inhibitors 0.9%, XIAP displacement 0.5%, Myeloid diff 2 inactive, TNAP activation fold 1.2, P. falciparum M17LAP 24.6% and Myeloid diff 2 GFP+ MAC1+ % 0.5.
CNc1oc(-c2ccccc2Cl)nc1P(=O)(c1ccccc1)c1ccccc1 was read as ER stress rescue 0.5%, human PMI inhibition 13.9%, M1AAP inhibition 1.1%, LYP inhibition 2.5%, human PMI inhibitors 3.9%, XIAP displacement -2.0%, Myeloid diff 2 inactive, TNAP activation fold 1.1, P. falciparum M17LAP 3.1% and Myeloid diff 2 GFP+ MAC1+ % 0.7.
Screening Cn1ncc(Cl)c1C(=O)Nc1cc(C(F)(F)F)ccc1F returned ER stress rescue -2.2%, human PMI inhibition 3.3%, M1AAP inhibition 5.5%, LYP inhibition -6.1%, human PMI inhibitors 4.6%, XIAP displacement 2.5%, Myeloid diff 2 inactive, TNAP activation fold 1, P. falciparum M17LAP 15.1% and Myeloid diff 2 GFP+ MAC1+ % 0.2.
Screening CCOc1ccccc1C(=O)Nc1ccccc1C(N)=O returned ER stress rescue 1.0%, human PMI inhibition -8.6%, M1AAP inhibition 5.5%, LYP inhibition -2.6%, human PMI inhibitors -3.9%, XIAP displacement -6.2%, Myeloid diff 2 inactive, TNAP activation fold 1.1, P. falciparum M17LAP -4.9% and Myeloid diff 2 GFP+ MAC1+ % 0.6.
`CC(C)(C)C(C(Oc1ccc(Cl)cc1)n1cncn1)n1nnnc1C(c1cccc(Cl)c1)N1CCCCC1` (stereo not drawn) gave ER stress rescue 3.5%, human PMI inhibition -0.2%, M1AAP inhibition 2.0%, LYP inhibition 9.1%, human PMI inhibitors 6.1%, XIAP displacement -4.6%, TNAP activation fold 1.1 and P. falciparum M17LAP 10.8%.
Cc1ccccc1NC(=O)Cn1c(=O)n(C)c2ccccc21 was read as ER stress rescue -1.1%, human PMI inhibition -9.8%, M1AAP inhibition 0.0%, LYP inhibition -5.3%, human PMI inhibitors -4.9%, XIAP displacement -4.0%, Myeloid diff 2 inactive, TNAP activation fold 1, P. falciparum M17LAP -4.7% and Myeloid diff 2 GFP+ MAC1+ % 0.7.
For COc1ccc(OC)c(-c2c(=O)n(OCc3ccccc3Br)c3ccccc3[n+]2[O-])c1 the results were ER stress rescue -0.9%, human PMI inhibition -0.8%, M1AAP inhibition 7.3%, LYP inhibition -3.1%, human PMI inhibitors -0.6%, XIAP displacement -3.2%, Myeloid diff 2 inactive, TNAP activation fold 1, P. falciparum M17LAP 5.8% and Myeloid diff 2 GFP+ MAC1+ % 0.4.
Screening CC(C)(C)NC(=O)NC(=O)COC(=O)c1ccc(OC(F)(F)F)cc1 returned ER stress rescue 0.2%, human PMI inhibition 14.8%, M1AAP inhibition 2.4%, LYP inhibition -7.2%, human PMI inhibitors 2.8%, XIAP displacement -2.5%, Myeloid diff 2 inactive, TNAP activation fold 1.2, P. falciparum M17LAP -1.2% and Myeloid diff 2 GFP+ MAC1+ % 3.6.
COc1cc(OC)cc(C(=O)NCCn2ccc3ccccc32)c1 was read as ER stress rescue -1.0%, human PMI inhibition -7.7%, M1AAP inhibition 3.4%, LYP inhibition 2.8%, human PMI inhibitors -5.8%, XIAP displacement -3.1%, Myeloid diff 2 inactive, TNAP activation fold 0.9, P. falciparum M17LAP 0.9% and Myeloid diff 2 GFP+ MAC1+ % 2.6.
For COCCn1cnnc1SCC(=O)Nc1sccc1C(N)=O the results were ER stress rescue 0.1%, human PMI inhibition 13.0%, M1AAP inhibition -3.7%, LYP inhibition -3.9%, human PMI inhibitors 13.9%, XIAP displacement -16.4%, Myeloid diff 2 inactive, TNAP activation fold 1.1, P. falciparum M17LAP -12.7% and Myeloid diff 2 GFP+ MAC1+ % 0.3.
Screening CC(NC(=O)C(=O)NN=C1CCC(C(C)(C)C)CC1)c1ccccc1 (stereo not drawn) returned ER stress rescue -2.8%, human PMI inhibition 3.2%, M1AAP inhibition 6.3%, LYP inhibition -2.7%, human PMI inhibitors -4.4%, XIAP displacement -10.4%, Myeloid diff 2 inactive, TNAP activation fold 1.1, P. falciparum M17LAP -3.1% and Myeloid diff 2 GFP+ MAC1+ % 0.6.
`O=C(COc1ccccc1)Nc1cccc(-c2nc3cc4ccccc4cc3[nH]2)c1` gave ER stress rescue -3.1%, human PMI inhibition 13.2%, M1AAP inhibition 4.9%, LYP inhibition -0.5%, human PMI inhibitors 13.7%, XIAP displacement -20.2%, TNAP activation fold 1.1 and P. falciparum M17LAP -8.2%.
COC(=O)Cn1c(=NC(=O)c2ccc(S(=O)(=O)N3CCc4ccccc4C3)cc2)sc2cc(OC)ccc21 was read as ER stress rescue -2.1%, human PMI inhibition -1.6%, M1AAP inhibition 2.8%, LYP inhibition 0.9%, human PMI inhibitors 2.2%, XIAP displacement -7.7%, Myeloid diff 2 inactive, TNAP activation fold 1.1, P. falciparum M17LAP -5.8% and Myeloid diff 2 GFP+ MAC1+ % 0.6.
Screening CCC(CC)c1nnc(NC(=O)C2CCCO2)s1 (stereo not drawn) returned ER stress rescue -0.5%, human PMI inhibition -3.9%, M1AAP inhibition -2.8%, LYP inhibition -8.2%, human PMI inhibitors -3.1%, XIAP displacement -0.5%, Myeloid diff 2 inactive, TNAP activation fold 1.1, P. falciparum M17LAP 3.3% and Myeloid diff 2 GFP+ MAC1+ % 0.8.
Screening COc1cccc(CN(C)C(=O)c2ccc3nccnc3c2)c1 returned ER stress rescue -0.2%, human PMI inhibition -7.6%, M1AAP inhibition 9.9%, LYP inhibition 0.7%, human PMI inhibitors -9.6%, XIAP displacement 2.2%, Myeloid diff 2 inactive, TNAP activation fold 0.8, P. falciparum M17LAP 13.7% and Myeloid diff 2 GFP+ MAC1+ % 1.0.
For Cc1cc(C)n(CC(=O)N/N=C/c2cc(Br)cc([N+](=O)[O-])c2O)n1 the results were ER stress rescue -0.3%, human PMI inhibition 7.1%, M1AAP inhibition 19.2µM*, LYP inhibition -1.8%, human PMI inhibitors -12.4%, XIAP displacement -3.8%, Myeloid diff 2 inactive, TNAP activation fold 1.6, P. falciparum M17LAP 4.9% and Myeloid diff 2 GFP+ MAC1+ % 0.3.
Screening COc1ccc(NC2c3ccccc3C(=O)N2Cc2ccccc2Cl)cc1OC (stereo not drawn) returned M1AAP inhibition 1.5%, LYP inhibition -2.5%, Myeloid diff 2 inactive, P. falciparum M17LAP -1.7% and Myeloid diff 2 GFP+ MAC1+ % 0.5.
Cc1cc(C)nc(/N=C2\NC(=O)CC(C(=O)O)N2c2ccc(Oc3ccccc3)cc2)n1 (stereo not drawn) was read as ER stress rescue -2.1%, human PMI inhibition 2.5%, M1AAP inhibition 6.3%, LYP inhibition -3.1%, human PMI inhibitors 1.4%, XIAP displacement -3.0%, Myeloid diff 2 inactive, TNAP activation fold 1.1, P. falciparum M17LAP -3.0% and Myeloid diff 2 GFP+ MAC1+ % 0.8.
`Cc1ccc(S(=O)(=O)NCC(=O)N(CC(=O)NC2CCCCC2)Cc2ccco2)cc1` gave ER stress rescue -0.2%, human PMI inhibition 15.1%, M1AAP inhibition 1.7%, LYP inhibition -4.6%, human PMI inhibitors 11.3%, XIAP displacement -0.8%, Myeloid diff 2 inactive, TNAP activation fold 1.1, P. falciparum M17LAP 15.4% and Myeloid diff 2 GFP+ MAC1+ % 1.5.
`O=C(N/N=C/c1ccc([N+](=O)[O-])o1)c1cccc(S(=O)(=O)N2CCOCC2)c1` gave ER stress rescue -0.6%, human PMI inhibition -21.6%, M1AAP inhibition 6.2%, LYP inhibition 0.6%, human PMI inhibitors 32.7%, XIAP displacement -7.9%, Myeloid diff 2 inactive, TNAP activation fold 0.9, P. falciparum M17LAP 1.8% and Myeloid diff 2 GFP+ MAC1+ % 2.1.
O=C(c1ccc(N2C(=O)C3C4c5ccccc5C(c5ccccc54)C3C2=O)cc1)N1CCOCC1 (stereo not drawn) was read as ER stress rescue -1.2%, human PMI inhibition -6.9%, M1AAP inhibition 0.9%, LYP inhibition -4.1%, human PMI inhibitors -14.4%, XIAP displacement -6.7%, Myeloid diff 2 inactive, TNAP activation fold 1.1, P. falciparum M17LAP 7.0% and Myeloid diff 2 GFP+ MAC1+ % 0.4.
